S3 lipid droplet = qHTS Assay for Lipid Storage Modulators in Drosophila S3 Cells. lipid storage change, negative = inhibition, % at the top dose, mostly 46.1 µM; hits show Potency in µM. actives 0.64% (n = 320,000). Drosophila S3 cells, BODIPY lipid droplet fluorescence, 18-24 h; cells fed with added oleic acid; active = well fitted inhibition curve with a large enough effect in the signal ratio, with a control signal flat, not every such curve was filed as active; inconclusive = small, poorly fitted or top-dose-only effect, or effect the other way, or a change in a side signal; the % refers to the signal ratio
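Drosophila S3 cells got compounds at several concentrations plus oleic acid (400 uM solution). Laser-scanning cytometry with 488 nm excitation read lipid droplets at 500-530 nm and cells at 575-640 nm. Percent activity was relative to 20 uM Triacsin C.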
S3 lipid droplet cell count max = second read-out of S3 lipid droplet, no call of its own (marks repeat the call); cell number change, %; measured here: cell count max response;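 cells counted by Cell Tracker Red CMTPX staining in the red channel; peak over a dose series mostly up to 46.1 µM; percent activity relative to internal control wells on each plate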
* hit, by the source's call; i = inactive; ? = inconclusive; nt = not tested or not shown; [ ] = dose if it differs, or a comment. % is set by controls: 0 for no effect and ±100 for the full control effect; potency is the fitted concentration of half-maximal effect. The list is partial; rates above refer to the full screens.

SMILES	S3 lipid droplet	S3 lipid droplet cell count max
COc1ccc(N2CCN(Cc3nc(N)nc(N4CCCc5ccccc54)n3)CC2)cc1	11%	-9
COc1cc(C(CCN2CCCC2)c2c(OC)cc(OC)c3c(C)cc(=O)oc23)cc(OC)c1OC (configuration not stated)	9%	13
O=C(NC1CCCCC1)c1ccc(CNc2c(N3CCOCC3)c(=O)c2=O)cc1	?	nt
CC1CCCCC12NC(=O)N(CC(=O)Nc1ccc(N3CCOCC3)cc1)C2=O (configuration not stated)	-2%	11
CC(C)(C)c1ccc(Cn2cnc(-c3ccc([N+](=O)[O-])cc3)c2)cc1	?	nt
O=C(NCc1ccco1)c1cnn2c(C(F)(F)F)cc(-c3ccco3)nc12	?	nt
CN(C)C1(CNC(=O)c2cccc(S(=O)(=O)NCc3ccccc3)c2)CCCCC1	?	nt
COc1cc(OC)c(NC(=O)CCNC(=O)Cn2cnc3ccccc3c2=O)cc1Cl	21%	4
CC(=O)c1c(C)c(C)c2n1CCn1c(C)ccc1-2	?	nt
COc1ccc(N(C)S(=O)(=O)c2cccc(C(=O)Nc3nc4ccccc4[nH]3)c2)cc1	?	nt
O=C(Cc1cccc2ccccc12)Nc1ccc(Br)cc1C(=O)O	?	nt
CC(C)c1cccc(C(C)C)c1NC(=O)CNCC(O)c1ccccc1 (configuration not stated)	-11%	-10
CCOc1ccccc1NC(=O)NC1CC2CCCC(C1)N2Cc1nnnn1CCc1ccccc1 (configuration not stated)	?	nt
Cc1nn(-c2ccccc2)c(C)c1C(=O)NCc1ccc(F)cc1	i	14
O=C(O)CCC(=O)Nc1sc2c(c1C(=O)Nc1cccc3ccccc13)CCCCC2	?	nt
CCOc1ccc(CCNC(=O)COC(=O)c2cccnc2Cl)cc1OCC	?	nt
CCOC(=O)Cn1c(CN2CCc3ccccc3C2)nc2c1c(=O)n(C)c(=O)n2C	?	nt
CCOc1cc(CNCc2ccncc2)cc(Br)c1OCc1ccc(F)cc1	?	nt
CC(C)(C)NC(=O)C(c1ccncc1)N(Cc1cccs1)C(=O)Cn1nnc(-c2ccc(F)cc2)n1 (configuration not stated)	-10%	2
COc1ccc(NC(=O)CN(C)C(=O)CCSc2ccc(F)cc2)cc1	i[0.0737 µM]	nt
O=C(NN1CCOCC1)NC12CC3CC(CC(C3)C1)C2	-13%	-4
COc1ccc(C(C(=O)NCC2CCCO2)N(C(=O)CNC(=O)c2ccco2)c2cc(C)ccc2C)cc1OC (configuration not stated)	i	-15
CCOc1cc(S(=O)(=O)N2CCC(C(N)=O)CC2)ccc1F	?	nt
O=C(c1cc(-c2ccncc2)nc2ccc(Cl)cc12)N1CCN(C(=O)C2CCCO2)CC1 (configuration not stated)	?	nt
c1ccc(-c2ccc(-c3nc(-c4cccnc4)no3)cc2)cc1	?	nt

Three entries picked at random from those above:
SMILES	S3 lipid droplet	S3 lipid droplet cell count max
COc1ccc(N(C)S(=O)(=O)c2cccc(C(=O)Nc3nc4ccccc4[nH]3)c2)cc1	?	nt
Cc1nn(-c2ccccc2)c(C)c1C(=O)NCc1ccc(F)cc1	i	14
CC(C)(C)c1ccc(Cn2cnc(-c3ccc([N+](=O)[O-])cc3)c2)cc1	?	nt

(listing goes on)
SMILES	S3 lipid droplet	S3 lipid droplet cell count max
COc1ccc(NC(=O)COC(=O)CCNS(=O)(=O)c2ccccc2)cc1OC	?	nt
COc1ccccc1CNC(=O)CN1CCC(NC(=O)c2ccccc2F)CC1	?	nt
CCOC(=O)c1ccc(NC(=O)CSc2nc(N3CCOCC3)nc(N3CCOCC3)n2)cc1	?	nt
N#C/C(=C\c1ccc(-c2ccccc2[N+](=O)[O-])o1)C(=O)N1CCOCC1	-6%	-3
CCN(CC(=O)Nc1ccc(NC(C)=O)cc1)C(=O)C1CCCN(C(=O)c2ccc(Cl)cc2)C1 (configuration not stated)	?	nt
CCn1cc([N+](=O)[O-])c(C(=O)N2CCCc3ccccc32)n1	?	nt
Cc1ccc(CN2CCCNC2=O)cc1	?	nt
Cc1ccc(N2CC(C(=O)Nc3nccs3)CC2=O)cc1Cl (configuration not stated)	?	nt
COc1cc2c(cc1OC)C1(C)N(CC2)C(C(C)=O)=NN1c1ccc(Cl)cc1 (configuration not stated)	4%	19
O=C(O)c1ccccc1C(=O)NNc1ccc(Cl)cc1Cl	22%[9.22 µM]	12
CCOC(=O)c1c(NC(=S)NCc2ccccc2)sc2c1CCN(C(=O)OCC)C2	0%	-10
CC(C)c1nc(CNC(=O)c2cc(COc3c(F)cccc3F)on2)cs1	11%	12
O=C(Cn1cnc([N+](=O)[O-])n1)N/N=C/c1cc(Cl)ccc1O	-24%	-19
COc1ccc(Cl)cc1S(=O)(=O)N1CCC(C(=O)NCCc2ccccc2)CC1	21%	-6
CCOC(=O)/C=C1\SCC(=O)N1CC(=O)NCCOC	?	nt
COCCNC(=O)C1CCCN(S(=O)(=O)c2cccc3nsnc23)C1 (configuration not stated)	i	22
Cc1cc(C)n(-c2ccc(NC(=O)C3CCCCN3C(=O)c3ccoc3C)cc2)n1 (configuration not stated)	?	nt
CC(=O)c1cccc(OCc2cc(C(=O)N(C)Cc3ccc(C)o3)no2)c1	?	nt
Nc1cc(=O)nc(SCC(=O)N2CCN(c3ccccc3)CC2)n1-c1ccc(F)cc1	?	nt
COc1ccc(S(=O)(=O)NCC2CCCN(Cc3ccccc3C)C2)cc1 (configuration not stated)	-16%	9
Cc1cc(C)c(NC(=O)Cn2nnc(C(=O)Nc3ccc(F)cc3F)c2N)c(C)c1	?	nt
O=C(Oc1cccc2ccccc12)c1ccncc1	0%	-3
c1ccc2c(SCc3cn4cccnc4n3)ncnc2c1	?	nt
Cn1ccnc1C(=O)c1cc(SCC(=O)N2CCOCC2)nc2ccccc12	?	nt
O=C(CCC(=O)Nc1ccc(Cl)cc1Cl)N/N=C/c1ccc([N+](=O)[O-])o1	?	nt
(continued)
SMILES	S3 lipid droplet	S3 lipid droplet cell count max
CCN(CCn1cccn1)C(=O)c1ccc(OC2CCN(C(=O)COC)CC2)cc1	i	5
O=C(NC(=S)NN1CCCCC1c1cccnc1)c1ccc(Br)cc1 (configuration not stated)	6%	nt
COc1ccc(OC)c(/C=N/NC(=O)c2ccc[n+](CC(=O)c3ccccc3)c2)c1	?	nt
CC(=O)c1cccc(N(CC(=O)Nc2ccc(F)cc2F)S(C)(=O)=O)c1	13%	8
CCOC(=O)C1(CCc2ccccc2)CCN(C(=O)c2ccoc2)CC1	-1%	0
CCc1ccccc1NC(=O)CSc1nnc(-c2cc(C)[nH]n2)n1N	i	5
Cc1cccc(Nc2nnc(SCC(=O)NCc3cccs3)s2)c1C	?	nt
COc1ccc(F)c(CN2CCC(n3nccc3NC(=O)C3CCOC3)CC2)c1 (configuration not stated)	i	nt
CCCN1C(=O)c2cc(C(=O)NCCc3cccc(C)c3)ccc2C1O (configuration not stated)	?	nt
Cc1cc(NC(=O)c2ccoc2C)no1	14%	14
Cc1ccc(C(=O)CC2C(=O)N(c3ccccc3)C(=S)N2c2ccccc2)cc1 (configuration not stated)	?	nt
O=C(CCn1c(=O)c2sccc2n(CC(=O)OCc2ccccc2)c1=O)NCc1ccccc1	?	nt
COc1ccnc(NCc2cccc(C(F)(F)F)c2)c1C#N	12%	nt
O=C(NNc1nccc(C(F)(F)F)n1)Nc1cccc(Cl)c1	5%	-2
Nc1nc2c(C(=O)N3CCOCC3)nnn2c2ccccc12	5%	6
COc1cc(OC)cc(C(=O)NCCCN2CCOCC2)c1	4%	0
Nc1cc(-c2ccc(Br)cc2)[nH]n1	?	nt
O=C(OCC(=O)N1CCCC1)c1c(Cl)ccc(Cl)c1Cl	2.9µM*	9.0*
CCCNC(=O)c1ccc(N(Cc2ccccc2)S(C)(=O)=O)cc1	9%	12
CCOc1ccc(CCNC(=O)c2ccc(C)c(N3CCCC3=O)c2)cc1OCC	?	nt
CNC(=S)N(C)/N=C1/C(=O)N(Cc2c(Cl)cccc2Cl)c2ccccc21	?	nt
Cc1cccc(NC(=S)N(c2ccccc2)C(C)C)c1C	-14%	-25
Cc1cccc(CSc2nncc(=O)[nH]2)c1	21%	nt
O=C(CN1C(=O)CC(c2ccco2)Sc2ccccc21)NCc1ccc2c(c1)OCO2 (configuration not stated)	?	nt
CSCCC1NC2(C(=O)Nc3c(C)cc(Cl)cc32)[C@@H]2C(=O)N(C3CCCC3)C(=O)[C@H]12 (some centres not stated)	6%	nt
(list continues)
SMILES	S3 lipid droplet	S3 lipid droplet cell count max
C=CCn1c(COc2cccc3ccc(C)nc23)nnc1SCC(=O)O	?	nt
CC(=O)N(C)c1ccc(NC(=O)N2CCOCC2)cc1	?	nt
CN(C(=O)c1ccc2c(c1)OCCO2)c1c(N)n(Cc2ccccc2)c(=O)[nH]c1=O	?	nt
Cc1cccc(NC(=O)CNC(=O)c2ccc3nc[nH]c3c2)c1C	?	nt
O=C(NCCCN1CCCC1=O)C(=O)NCC1OCCN1S(=O)(=O)c1ccc(Br)cc1 (configuration not stated)	?	nt
CN(C(=O)COC(=O)c1ccc(S(=O)(=O)N2CCOCC2)cc1)C1CCCCC1	?	nt
COc1ccc(NC(=O)C2CCCN(c3nn4c(=O)cc(C)nc4s3)C2)cc1 (configuration not stated)	-27%	24
Nc1nc(Cl)cc(NCCc2ccc(O)cc2)n1	?	nt
CN1CCc2c(sc(NC(=O)C3CCCN3S(=O)(=O)c3ccc(Cl)s3)c2C(N)=O)C1 (configuration not stated)	?	nt
CCOC(=O)c1c(NC(=O)CSc2nnc(-c3c[nH]c4ccccc34)n2CCOC)sc2c1CCCC2	-6%	-20
CCOC(=O)NC(=O)CSc1nnc(SCCC(=O)O)s1	-6%	12
Cc1ccc(NC(=O)COC(=O)Cn2cnc3c2c(=O)n(C)c(=O)n3C)c(Cl)c1	?	nt
O=C(O)c1cccc(Oc2ccccc2[N+](=O)[O-])c1	10%	-2
COc1ccccc1OCc1cc(C(=O)N(C)CCC2CCCCO2)no1 (configuration not stated)	i	-19
CCOC(=O)c1cccc(NS(=O)(=O)c2cnc[nH]2)c1	?	nt
CCc1nc(SCC(=O)c2c[nH]c3ccccc23)n[nH]1	-6%	-4
COc1ccc(Nc2ccnc3ccccc23)cc1	17%	0
O=C(CCC(=O)Nc1ccc(Cl)cc1Cl)NNC(=O)Nc1ccccc1	?	nt
CCC1=NN=C(c2ccc(F)cc2)C(c2c[nH]c3ccccc23)N1O (configuration not stated)	5%	1
Cc1ccc(NC(=O)CN2C(=O)c3ccccc3S2(=O)=O)cc1C	?	nt
COc1ccccc1Cn1c(=S)[nH]c2ccccc2c1=O	-19%	-15
Cc1cc(C)c(OCC(=O)Nc2nc(-c3ccccn3)cs2)c(C)c1	0%	2
CC(C)N(C(=O)NC(=O)Nc1ccccn1)S(C)(=O)=O	?	nt
COc1ccc(CNC(=O)N[C@@H](Cc2c[nH]c3ccccc23)C(=O)O)cc1	?	nt
CC(C)C(=O)Nc1ccc(NC(=O)c2ccccn2)cn1	?	nt

Arranged by count of non-hydrogen atoms (rising): 4 of the compounds above.
SMILES	S3 lipid droplet	S3 lipid droplet cell count max
CC(=O)N(C)c1ccc(NC(=O)N2CCOCC2)cc1	?	nt
COc1ccccc1Cn1c(=S)[nH]c2ccccc2c1=O	-19%	-15
Cc1cccc(NC(=O)CNC(=O)c2ccc3nc[nH]c3c2)c1C	?	nt
COc1ccccc1OCc1cc(C(=O)N(C)CCC2CCCCO2)no1 (configuration not stated)	i	-19

More structures follow:
SMILES	S3 lipid droplet	S3 lipid droplet cell count max
COc1cccc(OC)c1-c1nn(-c2ncc(C(F)(F)F)cc2Cl)c(=O)o1	?	nt
CC(C)N(N=Nc1ccc([N+](=O)[O-])cc1)C(C)C	-2%	nt
Cc1c(N=Cc2ccc[nH]2)c(=O)n(-c2ccccc2)n1C	?	nt
c1ccc(Cc2noc(CN3CCC(CN4CCOCC4)CC3)n2)cc1	9%	3
CC(C)CC(NC(=O)c1ccc(Cl)cc1)C(=O)OCc1cc([N+](=O)[O-])cc2c1OCOC2 (configuration not stated)	21%	1
Cc1ccc(S(=O)(=O)N2CCCN(C(=O)c3ccc(-n4cccn4)cc3)CC2)cc1	?	nt
O=[N+]([O-])c1ccc2c(c1Nc1ccccc1Cl)=NC1(CCCCC1)N=2	6%	-9
COc1ccccc1CN(C)C(=O)COC(=O)c1cc(C)oc1C	?	nt
Cc1cc(C)cc(N(CC(=O)NCCSc2ccccn2)S(=O)(=O)c2ccccc2)c1	-14%	-13
Cc1nc(S/C(=C\c2ccc(-c3ccc(C(=O)O)c(Cl)c3)o2)C(=O)O)n[nH]1	-14%	8
COc1ccccc1NC(=S)N1C2CCC1CC(NC(=O)NC13CC4CC(CC(C4)C1)C3)C2 (configuration not stated)	22%	6
S=c1[nH]nc(Cc2c[nH]c3ccccc23)o1	18%	12
COc1ccccc1C(=O)Oc1ccc(C(C)(C)C)cc1	?	nt

Complete entries as entered above:
Cc1c(N=Cc2ccc[nH]2)c(=O)n(-c2ccccc2)n1C across the screens: S3 lipid droplet: ?; S3 lipid droplet cell count max: nt
COc1ccccc1NC(=S)N1C2CCC1CC(NC(=O)NC13CC4CC(CC(C4)C1)C3)C2 (configuration not stated) across the screens: S3 lipid droplet: 22%; S3 lipid droplet cell count max: 6
